# Compound activity (PubChem)
# SENP1 FRET inh = blocks the human SENP1 SUMO protease catalytic domain | Q9P0U3 | recombinant SENP1 catalytic domain, CyPet-SUMO1-YPet FRET cleavage | inhibition, % at 10 µM | hit rate 0.21% among 360,000;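 active means inhibition at least 30% at 10 µM, raw YFP signal under a set limit, fluorescence ratio 0.5 to 1.5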;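 further: 0% = enzyme with DMSO and 100% = no enzyme wells; some results filed as inactive read as strong as hits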
#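 Test system: human SENP1 catalytic domain; medium: Tris pH 8 buffer plus EDTA, NaCl, BME, BSA, NP40, catalase; incubation: 50 min reaction at room temperature; technique: FRET, CFP and YFP emission; controls: no-enzyme low control and enzyme-plus-DMSO high control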
# ATG4B inh = ATG4B (human) cysteine protease inhibition. AID 504462. inhibition, % at 8.33 µM. hit rate 0.51% among 340,000. ATG4B cleavage of LC3-PLA2, NBD-HPC fluorescence, 1 h; in the data active means inhibition above about 40%
# Target sequence (Q9Y4P1 whole entry, looked up): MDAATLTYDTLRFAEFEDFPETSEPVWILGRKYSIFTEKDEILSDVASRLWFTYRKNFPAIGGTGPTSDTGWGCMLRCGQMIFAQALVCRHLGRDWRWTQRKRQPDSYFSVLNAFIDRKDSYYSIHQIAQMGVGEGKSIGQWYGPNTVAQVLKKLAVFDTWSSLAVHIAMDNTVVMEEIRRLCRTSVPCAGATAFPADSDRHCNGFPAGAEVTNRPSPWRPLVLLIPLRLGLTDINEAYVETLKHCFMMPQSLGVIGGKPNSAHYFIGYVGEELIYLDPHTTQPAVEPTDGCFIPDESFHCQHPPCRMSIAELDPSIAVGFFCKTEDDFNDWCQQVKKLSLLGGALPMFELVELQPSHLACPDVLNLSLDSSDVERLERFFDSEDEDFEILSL
# PfG6PD inh = PfG6PD (Plasmodium falciparum) enzyme inhibition. hit rate 0.78% among 350,000. inhibition, % at 20 µM. PfGluPho enzyme, NADPH resazurin-diaphorase fluorescence;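 active means inhibition reaching at least a set limit at 20 µM in the primary screen, cut at about 59% in these data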;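 further: 0% = DMSO wells with substrate and 100% = DMSO wells lacking glucose-6-phosphate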
# SENP8 block = inhibitors of human SENP8 protease; Q96LD8; recombinant SENP8, Nedd8 substrate fluorescence; hit rate 0.64% among 360,000; AID 602440; inhibition, % at 20 µM; in the data active means inhibition mostly above about 40%, no sharp cut-off; inactive means mostly below about 27%
# SENP6 block = SENP6 protease inhibition | Q9GZR1 | Recombinant SENP6 catalytic domain, aminoluciferin luminescence | inhibition, % at 10 µM | hit rate 1.8% among 330,000;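 active means inhibition above about 50% at the single tested dose, limit read from the data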;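 further: plate controls were DMSO wells with enzyme for no effect and DMSO wells lacking enzyme for full effect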
# GRIN3A LBD mod = NR3A (human) ligand-binding domain modulation; Tm shift relative to glycine control, % at 25 µM; AID 1259313; NR3A LBD differential scanning fluorimetry, Tm shift; 0% = protein alone, 100% = glycine-bound protein; hit rate 2.5% among 340,000;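 active means melting temperature shift of at least 10% of the positive control shift, at one fixed dose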
# MPTP inh = blocks calcium-induced mitochondrial swelling. AID 602449. inhibition, % at 10 µM. isolated mouse mitochondria, Ca2+ swelling absorbance, 30 min. hit rate 1.4% among 360,000;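 active means inhibition of 50% or more, scaled per plate between neutral and stimulator controls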;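 further: 0% = DMSO wells given calcium and 100% = 1 mM EGTA wells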
# hIAP act = increases human intestinal alkaline phosphatase activity; P09923; purified human IAP, CDP-Star luminescence, 30 min; stronger effect = higher value; 1 = vehicle-only enzyme, 0 = enzyme-free background; activation factor at 10 µM; hit rate 0.16% among 330,000;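 active means activation factor of the enzyme at least 2-fold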; further: the source names both 10 and 20 µM as test concentration; values of inactives mirror those of a sister screen read the other way
# Target sequence (P09923 whole entry, looked up): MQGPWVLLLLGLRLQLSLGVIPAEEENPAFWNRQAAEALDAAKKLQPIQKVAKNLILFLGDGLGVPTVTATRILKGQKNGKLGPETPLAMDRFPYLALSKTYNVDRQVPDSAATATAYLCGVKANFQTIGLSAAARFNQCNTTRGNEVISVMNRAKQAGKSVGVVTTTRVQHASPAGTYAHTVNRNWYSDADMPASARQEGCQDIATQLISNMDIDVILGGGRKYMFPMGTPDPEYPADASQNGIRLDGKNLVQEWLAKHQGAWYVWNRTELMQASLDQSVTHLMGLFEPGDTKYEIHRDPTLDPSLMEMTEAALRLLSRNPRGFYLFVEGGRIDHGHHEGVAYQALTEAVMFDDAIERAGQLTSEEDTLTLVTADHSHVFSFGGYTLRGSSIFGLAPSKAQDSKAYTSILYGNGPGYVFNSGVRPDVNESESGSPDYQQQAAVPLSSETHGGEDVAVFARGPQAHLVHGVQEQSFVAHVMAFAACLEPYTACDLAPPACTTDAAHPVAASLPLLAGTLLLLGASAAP
# Numbers without * were called inactive; nt = no result given.
structure	SENP1 FRET inh	ATG4B inh	PfG6PD inh	SENP8 block	SENP6 block	GRIN3A LBD mod	MPTP inh	hIAP act
Clc1ccc(-c2cnn3c(-c4ccncc4)ccnc23)cc1	5	-23	2	14	45	0	1.4	1
CC(C)OC(=O)/C(C#N)=C/c1cn(C)c2ccccc12	-71	3	18	3	-8	-1	0.0	0.98
CCOC(=O)Nc1ccc2c(c1)N(C(=O)N(CC)CC)c1ccccc1CC2	0	27	3	-2	-17	0	-1.0	0.89
CC(C)CN(C(=O)COC(=O)CSc1ccc([N+](=O)[O-])cc1)C1CCS(=O)(=O)C1 (configuration not stated)	6	-6	41	19	1	2	-1.5	1.1
COc1c(C)cc(C(=O)C2CCCN(Cc3c(C)n(C)n(-c4ccccc4)c3=O)C2)cc1C (configuration not stated)	0	-5	2	13	1	-1	-3.1	1.1
CCc1ccc(C(=O)C[n+]2cccc3cc(OC)ccc32)cc1	31	0	-3	-306	15	0	0.7	1
COc1ccc(N(C(=O)c2cnccn2)C(C(=O)NC2CCCCC2)c2ccccc2)cc1 (configuration not stated)	4	-11	1	5	-18	-2	1.0	1.1
Cc1ccnc(SCc2cc(=O)c(OC(=O)c3ccc(S(=O)(=O)N4CCCC4)cc3)co2)n1	0	10	-2	11	-1	-1	-0.9	0.96
COc1ccc(S(=O)(=O)N2CCCC(C(=O)NCc3ccncc3)C2)cc1 (configuration not stated)	2	3	9	23	-8	2	-1.2	0.7
O=C(NCc1ccc2c(c1)OCO2)C1CCCN1C(=O)Nc1ccc(F)cc1 (configuration not stated)	2	-2	0	35	-9	-1	-0.8	0.9
Cc1ccc(-n2nc3c(c2NC(=O)C(C)(C)C)CS(=O)(=O)C3)cc1	0	-3	13	6	2	1	-1.5	0.89
O=C(NCc1ccncc1)c1cc(-c2ccc(Cl)cc2)oc1C(F)(F)F	-1	-18	20	30	6	-3	41	1.3
c1ccc(-c2nn3c(Cn4nnc5ccccc54)nnc3s2)nc1	0	-8	41	28	4	-1	2.0	1.1
CC(C)NC(=O)N(C)C[C@H]1Oc2ccc(NC(=O)c3ccncc3)cc2C(=O)N([C@H](C)CO)C[C@@H]1C	1	-4	39	28	-9	1	-0.9	1
CCOC(=O)c1[nH]cnc1C(=O)N[C@@H](C)c1ccccc1	3	-4	-3	0	-8	2	-0.4	1.3
CCOC(=O)c1[nH]c2ccccc2c1NC(=O)c1nonc1C	-1	2	-9	6	5	0	-0.8	1.1
COC(C[C@@H](O)[C@H](C)[C@H](O)COCc1ccccc1)OC	3	14	5	-17	-11	2	0.5	0.98
Cc1ccc(S(=O)(=O)NC(=O)NCc2ccc3c(c2)OCO3)cc1	1	-8	2	4	3	1	-1.1	0.95
COc1cc(C2NC(=O)C(C#N)=C(S)N2c2ccccc2)ccc1OC(C)C (configuration not stated)	-4	5	1	4	-12	1	-1.9	1
O=C1C(=Cc2cccc(O)c2O)SC(=S)N1CCCN1CCOCC1	0	nt	70*	22	nt	nt	3.1	nt
O=C(Nc1ccc(-c2nc3ccccc3[nH]2)cc1)c1cccc(N2C(=O)CCC2=O)c1	-3	2	-3	-84	-6	6	-0.2	0.97
COC(=O)CSc1nnc(Cc2ccccc2)n1-c1ccc(C)cc1	3	-2	8	18	-19	2	0.1	0.94
CCOCCCn1c(C)nc2c(c1=O)c1nc3ccccc3nc1n2-c1ccc(C)cc1	-50	-15	-3	-270	-13	-1	-0.4	1.1
CCCOC(=O)C1C2C=CC(C3CC23)C1C(=O)OCC(=O)c1ccccc1 (configuration not stated)	2	10	36	8	-2	0	-0.5	0.92
CC1CCc2c(sc3nc(CSc4n[nH]c(N)n4)[nH]c(=O)c23)C1 (configuration not stated)	-3	-2	-22	-17	3	-11	-2.0	0.9
COc1ccc(CCNC(=O)CSc2nncs2)cc1	3	4	5	5	-14	-1	0.4	1.1
Cn1ccnc1SCCNC(=O)CCc1nnc(CCCCc2ccccc2)o1	1	-4	-8	2	-6	-2	-1.8	1.1
COC(=O)c1ccc(NC(=O)CCN2CCN(Cc3ccccc3)CC2)cc1	-1	0	-23	14	-25	2	-0.8	1.2
O=C(Cc1ccc(Cl)cc1)OCC(=O)N1CCCCCC1	1	-3	-1	0	11	5	-1.0	1.1
O=C(COCc1ccccc1)N[C@@H](Cc1ccc(O)cc1)C(=O)O	4	4	-10	-3	-28	2	-0.1	0.95
COc1ccccc1C(=O)NNC(=O)C1CCCO1 (configuration not stated)	2	1	-8	18	15	-1	-0.5	0.92
Cc1ccccc1NC(=S)N/N=C/C(C)c1ccccc1 (configuration not stated)	0	11	5	7	-5	0	-1.8	1
CSc1ccc(/C=C(/NC(=O)c2ccc(C)cc2)C(=O)Nc2cccc(C)c2)cc1	-4	-2	-18	-277	9	1	-20	1.1
Cc1ccc(NC(=O)CN2C(=O)NC3(CCCc4ccccc43)C2=O)c(C)c1 (configuration not stated)	2	5	-9	7	-7	-2	-2.0	1
COc1cccc(C(=O)NCC(=O)OCC(=O)Nc2ncc(Cl)cc2Cl)c1	-8	-3	-9	-8	-8	2	1.7	0.87
COc1cccc(C(=O)CSc2nc3cccnc3n2C)c1	2	-3	14	8	-9	-3	2.6	1.1
CC(C)(O)c1cc2ccc(C#CCCN3C(=O)c4ccccc4C3=O)cc2c(=O)o1	2	0	4	-38	-7	4	-1.8	0.94
CC(NC(=O)c1ccccc1)C(=O)NNC(=O)c1ccccc1Cl (configuration not stated)	1	1	-3	-2	-5	1	-1.3	0.93
COCc1c(C(=O)N2CCc3ccccc32)oc2ccccc12	-2	24	16	2	-4	1	-1.2	0.8
COc1ccc(NC(=O)C(=O)NCCC2CCCCN2S(=O)(=O)c2cccs2)cc1 (configuration not stated)	1	-1	21	10	-12	2	-0.1	0.89
COc1ccc(C(=O)NCCN2CCOCC2)c(OC)c1	1	3	-12	-3	6	-3	3.6	1.1
CCOc1cc(CNCCO)cc(Br)c1OCc1ccc(Cl)cc1Cl	1	6	35	21	-20	-2	-1.6	0.95
Nc1nonc1-n1nnc(C(=O)N/N=C\c2cccc(Cl)c2)c1CN1CCOCC1	3	-1	14	15	-11	-6	0.3	0.92
O=c1c2c3c(sc2nc2n1CCCS2)CCCC3	0	-7	10	-10	-42	1	-0.3	0.83
CN(Cc1cn(C)nc1-c1ccccc1F)C1CCOC1 (configuration not stated)	1	-2	-5	12	-8	-1	-0.7	1.1
CCCCOc1ccc(NC(=O)CN2CCN(Cc3ccccc3)CC2)cc1	0	3	16	2	4	-2	0.1	0.84
Cc1nn2c(-c3ccc(F)cc3)ccnc2c1Br	-7	4	8	-5	-2	-2	-0.2	0.97
CN(c1ccccc1)S(=O)(=O)c1ccc(C(=O)Nc2ccncc2)cc1	0	-4	10	14	-13	-3	2.6	1
O=C(O)c1ccc(CSc2nc(-c3ccc(Cl)cc3)cc(C(F)(F)F)n2)cc1	2	25	-22	2	-26	38*	5.5	0.99
N#Cc1cc2c(nc1SC1CCCCC1O)CCCC2 (configuration not stated)	2	20	-21	24	-14	-3	-1.5	1
CCOC(=O)c1[nH]nc2c1C(=O)N(CC)C2=O	1	-9	14	-3	10	-2	-0.6	1
CCC(c1nnnn1CCOC)N1CCN(Cc2ccccc2OC)CC1 (configuration not stated)	1	5	-5	3	-2	15*	-3.7	1.2
COc1ccccc1Oc1coc2cc(O)ccc2c1=O	-3	3	3	-480	0	2	0.2	1.2
O=C(NCC1(N2CCCCC2)CCCCC1)C1CC(=O)N(c2ccc3c(c2)OCCO3)C1 (configuration not stated)	-1	6	6	3	0	0	5.2	1.1
Cc1ccc(S(=O)(=O)N(C)C)cc1NC(=O)C1CCCC1	-24	-8	16	-14	-20	-11	-0.5	1
CCCOc1ccc(C(=O)Nc2ccc(N3CCOCC3)cc2N2CCOCC2)cc1OCC	3	nt	19	14	nt	nt	1.0	nt

# (list continues)
structure	SENP1 FRET inh	ATG4B inh	PfG6PD inh	SENP8 block	SENP6 block	GRIN3A LBD mod	MPTP inh	hIAP act
CC1(C)CC(=O)C2=C(C1)NC(Nc1nc3ccccc3o1)=NC2c1ccccn1 (configuration not stated)	2	-5	7	-454	-2	0	-0.8	1.2
O=C1CN(C(=O)COC(=O)CCS(=O)(=O)c2ccccc2)c2ccccc2N1	1	-6	-5	3	-4	0	-1.1	1.1
Cc1ccn2cc(C(=O)Nc3ccc4c(c3)OCCO4)nc2c1	2	-2	42	-3	-3	-2	-2.0	0.96
COc1cccc(C=NN2CCCCCC2)c1OC	0	-7	-9	8	nt	0	0.7	nt
Nc1nonc1-n1nnc(C(=O)N/N=C/c2ccccc2F)c1-c1cccs1	0	-12	36	-3	-14	-7	-1.5	0.89
Cc1cccc(OCCn2c(=O)oc3ccc(C)cc32)c1	0	-9	0	12	-5	0	-0.6	0.98
COc1cccc(C(=O)OCC(=O)NCCCc2ccccc2)c1	-1	-3	-9	9	18	-1	0.7	0.89
COc1cc(NCCCn2cnc3c(OC)ncnc32)cc(OC)c1OC	3	nt	52	12	nt	nt	-2.1	nt

# Random excerpt: 6 entries already listed
structure	SENP1 FRET inh	ATG4B inh	PfG6PD inh	SENP8 block	SENP6 block	GRIN3A LBD mod	MPTP inh	hIAP act
COc1cccc(C=NN2CCCCCC2)c1OC	0	-7	-9	8	nt	0	0.7	nt
COc1c(C)cc(C(=O)C2CCCN(Cc3c(C)n(C)n(-c4ccccc4)c3=O)C2)cc1C (configuration not stated)	0	-5	2	13	1	-1	-3.1	1.1
CC1(C)CC(=O)C2=C(C1)NC(Nc1nc3ccccc3o1)=NC2c1ccccn1 (configuration not stated)	2	-5	7	-454	-2	0	-0.8	1.2
CC(C)NC(=O)N(C)C[C@H]1Oc2ccc(NC(=O)c3ccncc3)cc2C(=O)N([C@H](C)CO)C[C@@H]1C	1	-4	39	28	-9	1	-0.9	1
COc1cccc(C(=O)CSc2nc3cccnc3n2C)c1	2	-3	14	8	-9	-3	2.6	1.1
CC(C)(O)c1cc2ccc(C#CCCN3C(=O)c4ccccc4C3=O)cc2c(=O)o1	2	0	4	-38	-7	4	-1.8	0.94

# (next part)
structure	SENP1 FRET inh	ATG4B inh	PfG6PD inh	SENP8 block	SENP6 block	GRIN3A LBD mod	MPTP inh	hIAP act
CN(C)C(=O)C1C2NC(=S)N(c3ccccc3)C1(C)Oc1ccccc12 (configuration not stated)	0	3	-9	10	18	0	9.8	1.1
COC(=O)c1nn(-c2cccc(C(F)(F)F)c2)c(=O)cc1Sc1ccccn1	1	-6	0	-4	-9	7	2.9	1.2
CCC(CO)NS(=O)(=O)c1cc(-c2nn(C)c(=O)c3ccccc23)ccc1C (configuration not stated)	-2	0	6	14	10	1	-0.6	0.98
O=C(CCNC(=O)c1ccccc1Cl)Nc1cc(S(=O)(=O)N2CCOCC2)ccc1N1CCOCC1	1	-7	-4	18	-2	-1	0.8	1.1
CN1CCN(S(=O)(=O)c2ccc(NC(=S)NC(=O)C(C)(C)C)cc2)CC1	0	0	5	5	-13	-1	1.8	0.99
Cc1nc2nc(Cc3ccccc3)[nH]n2c(=O)c1Cl	1	0	8	33	-24	0	-2.3	1.3
COc1cccc(CNC(=O)c2cccc(NC(=O)CC3SC(N4CCCCC4)=NC3=O)c2)c1 (configuration not stated)	1	-3	-10	16	-6	-2	-0.8	0.97
CCOc1ccc(Oc2ccccc2NC(=O)CSCC(=O)Nc2cc(C)on2)cc1	1	3	12	3	-2	-1	-1.3	1
Cc1ccc(C(=O)Nc2cccc(C(F)(F)F)c2)cc1Nc1ncnc2nc[nH]c12	-1	nt	33	1	5	nt	1.6	1.7
CC(C)(C)c1ccc(C(=O)NC(=S)NNC(=O)c2cccs2)cc1	2	-7	-32	18	nt	-6	92*	nt
Cc1cccc(CCN2C(N(C)C)=NC[C@@H]2C)c1	3	-10	-5	6	-7	0	-2.7	0.97
